Screening data as filed in PubChem.
H9c2 TAG inh: reduces triacylglycerol accumulation in H9c2 cells. AID 651582. actives 0.66% (n = 230,000). inhibition, % at 12.5 µM. Nile Red lipid (TAG) fluorescence; cells loaded with 200 µM oleic acid;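 active means pattern-corrected inhibition of lipid staining of at least 50% with the nuclear-stain viability signal not falling by more than 50%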;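 further: 0% = DMSO wells and 100% = triacsin C control wells; some results filed as inactive read as strong as hits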
H9c2 TAG inh DAPI viability: also measured in H9c2 TAG inh; calls as there; DAPI nuclei signal change (viability), lower = more cytotoxic, %;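 whole-well DAPI fluorescence read on a plate reader as a viability signal; minus 50 percent equals half of cells still viable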
* marks the source's active call; other numbers are inactive results.

SMILES	H9c2 TAG inh	H9c2 TAG inh DAPI viability
Cc1ccc(C(=O)NNC(=O)C(C)Oc2ccccc2F)cc1S(=O)(=O)N1CCOCC1 (configuration not stated)	-10.2	0.5
COc1ccc(-c2nnc(SCC#N)o2)cc1	-4.6	24.4
C=CCOc1ccc(/C=C2\SC(=S)N(C(C(=O)O)c3ccccc3)C2=O)cc1 (configuration not stated)	-2.8	-3.1
COc1ccc(CN2CCNC(=O)C2CC(=O)N(C)C2CCOCC2)cc1OC (configuration not stated)	0.0	1.3
COCCn1c(-c2cccc([N+](=O)[O-])c2)nc2c1c(=O)[nH]c(=O)n2Cc1ccccc1	-8.2	0.5
O=S(=O)(c1ccc(Oc2ccc(Br)cc2F)nc1)N1CCCCC1	0.1	-18.7
CCN(CC)S(=O)(=O)c1ccc2c(c1)N(CC(=O)NCc1ccccn1)C(=O)CO2	7.0	-4.4
COc1cccc(CNC(=O)CCC(=O)N2CC(C)Oc3ccccc32)c1OC (configuration not stated)	2.0	-3.9
Cc1ccccc1NC(=O)Nc1nc(C2CCC(=O)N2)cs1 (configuration not stated)	1.9	-16.2
S=c1[nH]c2nc(Cl)c(Cl)nc2[nH]1	10.4	-0.4
Cc1cccc(C(=O)OCC(=O)c2ccc3c(c2)NC(=O)CO3)c1	16.3	-4.8
N#C/C(C(N)=O)=C1/CCCN1Cc1ccccc1	11.8	-4.7
Cc1ccc(CN2C(=O)N/C(=C/c3ccc(-c4ccc(C(=O)O)cc4)o3)C2=O)cc1	1.9	5.3
Cc1noc(C)c1C(=O)OCC(=O)c1ccc[nH]1	-11.3	-5.6
CC(C)Oc1ccc(CN=C(N)N=C(N)N)cc1Cl	-0.4	2.5
CCCOc1c(Br)cc(/C=N/O)cc1OC	-7.6	1.1
CN1C(=O)c2ccccc2N(C)C1c1cccc(O)c1 (configuration not stated)	-8.9	10.6
Cc1ccc(C(=O)N(C)CC(=O)Nc2ccc(N3CCOCC3)cc2)s1	-2.9	-0.2
CCCC(=O)NNC(=O)CCC(=O)Nc1ccccc1Cl	1.1	-1.4
CC1=CC(C)C2(CO)COC(c3ccccc3O)C1C2C (configuration not stated)	-14.8	2.2
Cc1ccc(NCc2nnc3n2CCCCC3)c(C)c1	9.0	-9.4
COCCOC(=O)C1=C(C)NC2=C(C(=O)CC(C)(C)C2)C1c1cccnc1 (configuration not stated)	16.3	-9.8
COc1ccc(NC(=O)c2ccc(COCC(F)(F)F)cc2)cc1OC	-8.9	-10.1
O=C(CCCCn1cnc2c(=S)nc[nH]c21)Nc1ccc(C(=O)O)cc1	-21.0	3.4
O=C(c1ccc(Br)cc1)N(c1ccccn1)C1CCCCC1	5.4	-12.2
CCN(/C=N/c1sc2c(c1C#N)CCCCC2)CC	11.2	-0.3
COc1ccc(Cl)cc1N(CC(=O)N/N=C/c1ccc(OCC(N)=O)cc1)S(C)(=O)=O	-1.2	14.8
O=C1c2cccc3cccc(c23)C(=O)N1Cc1ccccn1	-2.1	0.5
Cc1nc(N)sc1C(=O)NN	-24.5	24.9
O=C(NC1CCSc2ccccc21)c1cccc(S(=O)(=O)N2CCOCC2)c1 (configuration not stated)	1.1	1.7
CCOc1ccc(N2C(=O)CC(Sc3nc(O)c(CC)c(=O)[nH]3)C2=O)cc1 (configuration not stated)	-2.8	1.6
Cc1cc2c(cc1C)C(c1ccsc1)CC(=O)N2 (configuration not stated)	4.4	1.9
Cc1cccc(CN(C)C[C@H]2OCc3cnnn3CCCC(=O)N([C@@H](C)CO)C[C@@H]2C)c1	4.6	5.3
CC(O)CSc1nc2c(c(=O)[nH]c(=O)n2C)n1CC(O)COc1ccccc1 (configuration not stated)	9.5	16.6
COc1ccccc1NS(=O)(=O)c1cc(N)ccc1N1CCCCC1	-19.2	5.0
O=C(NNC1CC(=O)N(c2ccccc2)C1=O)c1ccco1 (configuration not stated)	2.0	-2.4
COc1ccc(NC(=O)C(NC(C)=O)C(=O)NCc2ccccc2OC)cc1 (configuration not stated)	-10.8	1.2
CC1(C)CC(=O)C2=C(C1)Nc1ccccc1NC2c1cccc(F)c1 (configuration not stated)	8.4	6.4
COCCN(C(=O)COC(=O)CSc1ccc2ccccc2c1)c1c(N)n(Cc2ccccc2)c(=O)[nH]c1=O	13.2	3.5
CCO[C@H]1OC(C(=O)Nc2ccccc2)=C[C@@H](c2coc3ccccc3c2=O)[C@@H]1CCCO	13.3	-3.0
CC1(C)CC(=O)C=C(Nc2ccccc2C#N)C1	-4.0	1.6
O=C(Cn1cc([N+](=O)[O-])ccc1=O)NCC(=O)Nc1ccc(F)c(F)c1F	-6.5	1.5
O=C(CNC(=O)c1ccco1)OCc1ccccc1F	-10.4	-3.5
O=C(Nc1ccccc1Cc1ccccc1)C1CC(=O)N(c2ccc3c(c2)OCCO3)C1 (configuration not stated)	11.4	-2.9
O=C(C1=C[C@H](c2csc3ccccc23)C[C@H](OCCCCO)O1)N1CCN(Cc2ccc3c(c2)OCO3)CC1	-13.0	5.1
S=C(Nc1cccnc1)NC1CC2CCC1C2 (configuration not stated)	-0.4	-7.1
COc1ccc(Oc2nc(OC)cc(OC)n2)cc1	-3.1	-5.0
Cc1ccccc1C(=O)NC1CCN(C(=O)N2CCOCC2)CC1	-0.5	6.7
Cc1ccc(/C([O-])=C(/C(=S)NCc2ccccc2)[n+]2ccccc2)cc1[N+](=O)[O-]	-2.9	-1.5
Cc1c(CN2CCC(n3nccc3NC(=O)c3cccc(F)c3)CC2)cnn1C	9.5	-1.0
CCc1cccc(CC)c1NC(=S)NCCc1c(C)[nH]c2ccc(C)cc12	16.2	-17.1
CCOc1ccc(CCNC(=O)COC(=O)c2ccc(C)c([N+](=O)[O-])c2)cc1OCC	12.1	10.3
Cc1ccc(S(=O)(=O)N2CCN(C(=O)CN3C(=O)NC4(CCCCC4)C3=O)CC2)c(C)c1	-9.2	-5.6
O=CN1CCN(C(=O)CN2C(=O)c3ccccc3C2=O)CC1	-14.9	-1.7
COc1ccc(C)cc1NC(=O)CC1COc2ccccc2O1 (configuration not stated)	-8.9	-1.6
Cc1cccc(N(CC(=O)NC2CC2)S(=O)(=O)c2ccc(Cl)cc2)c1	-4.0	-0.4
Cc1oc(-c2cc(F)ccc2F)nc1CN1CCCN(C(=O)c2ccco2)CC1	-8.8	-6.1
CCOC(=O)c1cccc(NC(=O)CCn2cccc2)c1	-0.6	-10.6
O=C(Nc1cc(Cl)cc2c1-c1ccc(Cl)cc1C2O)C(Cl)Cl (configuration not stated)	46.7	-17.6
O=c1oc(-c2ccco2)nc2ccccc12	0.3	7.2

Quoted at random: 2 entries already listed, in no set order.
SMILES	H9c2 TAG inh	H9c2 TAG inh DAPI viability
CCOc1ccc(CCNC(=O)COC(=O)c2ccc(C)c([N+](=O)[O-])c2)cc1OCC	12.1	10.3
COc1ccc(C)cc1NC(=O)CC1COc2ccccc2O1 (configuration not stated)	-8.9	-1.6

More structures.
SMILES	H9c2 TAG inh	H9c2 TAG inh DAPI viability
O=C(Nc1ccccc1)[C@@H]1[C@@H]2C(=O)N(c3ccc(F)cc3)C(=O)[C@@H]2[C@H]2C=CC=NN21	-3.4	1.5
O=C(COc1ccc([N+](=O)[O-])cc1)Nc1cc(S(=O)(=O)N2CCCCC2)ccc1N1CCCCC1	15.1	-2.6
NC(=O)/C(=C\c1ccco1)NC(=O)c1ccc(Br)o1	8.0	-2.8
COCc1cc(C)nc(OCC(=O)N/N=C/c2ccc(-c3cc([N+](=O)[O-])ccc3Cl)o2)c1C#N	16.4	-3.3
O=C(Nc1nncs1)C1(c2ccccc2)CCCC1	-19.8	4.1
COc1ccc(NC(=O)c2cc(-c3ccncc3)nc3ccccc23)c(OC)c1	-15.9	3.2
CC(C)C[C@H]1CN=C(Nc2ccccc2)N1CC1CCC(C(C)(C)C)CC1 (some centres not stated)	59.5*	-18.5*
NS(=O)(=O)c1ccc(NC(=O)COC(=O)C2CC(=O)N(Cc3ccccc3)C2)cc1 (configuration not stated)	1.1	4.7
O=[N+]([O-])c1ccc2nc(-c3ccccc3)cc(-c3ccccc3)c2c1	19.4	0.3
CC(C)N1CC2(CC(c3ccccc3F)=NO2)CN1C(=O)c1ccc(C(C)(C)C)cc1 (configuration not stated)	-1.9	4.8
Cc1cc(C(=O)N[C@@H](c2ccccc2)[C@]2(C)C[C@H]2[C@@H](C)C(=O)Nc2ccc3ccccc3c2)no1	25.6	-4.0
COc1cc2c(=O)n(CC3CCCO3)c(=O)n(CC(=O)Nc3ccccc3)c2cc1OC (configuration not stated)	-4.3	-2.3
O=C(N/N=C/c1ccccc1)C(O)c1ccccc1 (configuration not stated)	-0.8	4.1
Cc1ccccc1N=C/C=C1\N(C)c2ccccc2C1(C)C	13.8	-4.6
C=CCNC(=O)c1c2c(nc3ccccc13)-c1ccccc1CC2	-4.5	-9.9
CCOc1ccc(-c2nc(CN3CCCCC3CCn3cccn3)c(C)o2)cc1 (configuration not stated)	-11.0	7.9
COc1ccc(/C=C(\NC(=O)c2ccccc2Cl)C(=O)NCCCC(=O)O)cc1	10.9	2.7
COC1=CC(=O)C[C@@H](C)[C@]12Oc1c(Cl)c(OC)cc(OC)c1C2=O	12.0	-8.9
Nc1c(Cl)cnn(-c2ccccc2)c1=O	4.4	0.7
COc1nc2c(s1)C(=O)NCCC2	1.4	4.0

4 successive compounds already listed:
SMILES	H9c2 TAG inh	H9c2 TAG inh DAPI viability
O=C(Nc1ccccc1)[C@@H]1[C@@H]2C(=O)N(c3ccc(F)cc3)C(=O)[C@@H]2[C@H]2C=CC=NN21	-3.4	1.5
O=C(COc1ccc([N+](=O)[O-])cc1)Nc1cc(S(=O)(=O)N2CCCCC2)ccc1N1CCCCC1	15.1	-2.6
NC(=O)/C(=C\c1ccco1)NC(=O)c1ccc(Br)o1	8.0	-2.8
COCc1cc(C)nc(OCC(=O)N/N=C/c2ccc(-c3cc([N+](=O)[O-])ccc3Cl)o2)c1C#N	16.4	-3.3

(next part)
SMILES	H9c2 TAG inh	H9c2 TAG inh DAPI viability
CCNc1nc(NCC)nc(NC(N)=S)n1	-11.6	-9.2
CCC/C(=N\NC(=O)CCC(=O)NCc1ccccc1)c1ccccc1	-6.2	7.3
CC1C(=O)C(C)C(c2cccs2)NC1c1cccs1 (configuration not stated)	6.2	-14.3
COc1ccc(C2(C)NC(=O)N(CC(=O)NC3CCCC3)C2=O)cc1OC (configuration not stated)	-19.7	0.7
C=CCNC(=O)C1CC2c3ccccc3C1c1ccccc12 (configuration not stated)	-35.8	-0.1
O=C(COc1ccc(S(=O)(=O)Nc2cccc(C(F)(F)F)c2)cc1)N1CCOCC1	-8.7	3.7
Cc1ccc(NC2=CC(=O)C(=O)c3ccccc32)c(C)c1	-7.2	0.8
O=C1CSC(c2ccccn2)N1c1ccc(F)cc1F (configuration not stated)	0.4	6.4
O=S(=O)(Nc1ccc(Nc2ccccc2)cc1)c1ccc(F)cc1	23.0	-29.2
Cc1ccc(/C=N/NC(=O)c2ccc(-n3cnnn3)cc2)cc1	-6.6	1.1
CCOC(=O)c1sc(-c2ccc(OC)cc2)cc1NC(C)=O	-3.3	120.4
O=C(NCCCn1ccnc1)/C(=C/c1ccco1)NC(=O)c1cccs1	9.6	-15.1
CCCCn1c(N)c(N(CC(C)C)C(=O)CSc2nnc(C)n2-c2ccccc2)c(=O)[nH]c1=O	-6.1	-2.0
CCN(C(=O)c1ccco1)c1nc(-c2ccc(OC)cc2)cs1	-17.5	1.9
O=C(NC1CCc2ccccc21)C12CN(Cc3ccccc3)CC1C(c1cccc([N+](=O)[O-])c1)=NO2 (configuration not stated)	1.0	-1.8
COc1cccc(-c2ccc(SCC(=O)NCCc3ccccc3)nn2)c1	6.1	-3.4
C/C=C/Cn1cccc(C(=O)Nc2ccc(OC)cc2)c1=O	-9.5	-2.0
CCOC(=O)/C(C#N)=C\c1cc(C)n(-c2ccccc2)c1C	11.1	-4.4
COc1ccc(CC(=O)N(C)c2ccccc2)cc1S(=O)(=O)N1CCOCC1	-17.3	12.8
Cc1ccc(S(=O)(=O)N2CCC[C@H]2C(=O)OCC(=O)N2c3ccccc3NC(=O)C2(C)C)cc1	6.7	2.4
OC1CC2CCC(C1)N2CCCN1c2ccccc2Sc2ccc(Cl)cc21 (configuration not stated)	103.7*	-48.4*
CCOC(=O)c1sc(NC(=O)CN2C(=O)NC3(CCCCCCC3)C2=O)c(C(=O)OCC)c1C	16.2	-2.5
Cc1ccc(Sc2ccc(S(=O)(=O)Nc3ccc(CC(=O)O)cc3)cc2)cc1C	9.3	-3.7
CCOc1ccc2[nH]c(=O)c(CN(CCCN3CCOCC3)Cc3nnnn3Cc3ccc(OC)cc3)cc2c1	4.2	14.0
Cn1c(N)c(C#N)c(-c2ccccc2)c(C#N)c1=O	-0.5	6.1
O=C(COC(=O)c1cc[n+]([O-])cc1)Nc1ccccc1Sc1ccccc1	7.8	-3.8
Cc1noc(C)c1COC(=O)c1cccc(S(=O)(=O)N2CCCCCC2)c1	2.9	-11.7
NNC(=O)c1ccc(CSc2n[nH]c(=O)[nH]c2=O)cc1	-3.0	4.2
O=C(O)c1ccc(Cl)c(NCc2cccnc2)c1	3.4	-2.9
Cc1c(NC(=O)c2cc3nc(-c4ccc(Br)cc4)cc(C(F)(F)F)n3n2)c(=O)n(-c2ccccc2)n1C	13.0	-6.7
Cc1onc(-c2ccccc2)c1C(=O)NCCSCc1ccco1	-5.0	6.4
O=C(Nc1nc2cc(Cl)ccc2s1)C1CCCN(S(=O)(=O)c2cccc3cccnc23)C1 (configuration not stated)	23.8	-1.9
Cc1nc(NC(=O)c2ccc(OCC(C)C)cc2)sc1Cc1ccc2c(c1)OCO2	26.1	2.8
CC1(C(=O)NS(=O)(=O)C2CC2)CCCN(C(=O)c2ccccc2OC(F)(F)F)C1 (configuration not stated)	-15.8	11.1
CCN1CCN(C(=O)C2=CC(c3ccc(OC)cc3)=NS(=O)(=O)N2C)CC1	2.2	-0.8
Cc1ccc(NCc2ccc(O)c3ncccc23)cc1	-3.8	-4.6

Single records, as listed above:
Shown for O=S(=O)(c1ccc(Oc2ccc(Br)cc2F)nc1)N1CCCCC1 : H9c2 TAG inh = 0.1; H9c2 TAG inh DAPI viability = -18.7
Shown for N#C/C(C(N)=O)=C1/CCCN1Cc1ccccc1 : H9c2 TAG inh = 11.8; H9c2 TAG inh DAPI viability = -4.7

These rows are one share of the data (hit frequency here may not be typical).
